BLM inh: Bloom syndrome helicase (human) inhibition; Potency, µM (doses to about 56.1 µM), for inactives: at the top dose activity change, negative = inhibition, most hits filed as inhibitors; AID 2528; 350,000 compounds, 0.2% hits; P54132; recombinant BLM DNA unwinding, fluorescence dequenching;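 also: plate controls were vehicle for no effect and no enzyme for full effect; nearly all actives have a fitted effect of over 35% in size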
G9a block: blocks human histone lysine methyltransferase G9a; Q96KQ7; G9a H3K9 monomethylation, AlphaScreen, 2 h; Potency, µM (doses to about 102 µM), without a hit: top-dose activity, negative = inhibition, hits mostly inhibitors; 350,000 compounds, 8.8% hits; AID 504332; also: % is scaled to controls: 0 for no effect and ±100 for the full control effect; nearly all actives have a fitted effect of over 75% in size
Target sequence (Q96KQ7 913-1193 limits assumed): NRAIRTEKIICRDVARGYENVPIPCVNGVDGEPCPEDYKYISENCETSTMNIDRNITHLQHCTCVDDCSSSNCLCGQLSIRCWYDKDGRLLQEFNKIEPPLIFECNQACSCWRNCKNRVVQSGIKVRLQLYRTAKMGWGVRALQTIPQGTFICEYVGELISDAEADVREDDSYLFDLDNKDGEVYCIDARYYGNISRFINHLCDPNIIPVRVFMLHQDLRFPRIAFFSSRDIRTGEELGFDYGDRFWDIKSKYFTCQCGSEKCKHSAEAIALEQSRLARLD
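AlphaScreen read-out: biotin-H3K9 peptide (500 nM) methylation by 20 nM enzyme with 20 uM SAM, 2 h at room temperature after 15 min compound preincubation; anti-monomethyl H3K9 antibody plus donor/acceptor beads, 10 min dark.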
Pin1 inhibitor: inhibitors of human Pin1. Q13526. Pin1 FP peptide displacement, HiFluor488, 10 min. Potency, µM (top dose mostly 115 µM), inactives show at the highest dose activity, negative = inhibition, hits mostly inhibitors. 390,000 compounds, 0.009% hits. AID 504891; active = well fitted inhibition curve with a large enough effect in the polarisation, with a control signal flat, not every such curve was filed as active; inconclusive = small, poorly fitted or top-dose-only effect, or effect the other way, or a change in a side signal; inactive = no such curve, though single readings can be large or run the other way; the % refers to the polarisation; also: % is scaled to controls: 0 for no effect and ±100 for the full control effect
Target sequence (Q13526 whole entry, looked up): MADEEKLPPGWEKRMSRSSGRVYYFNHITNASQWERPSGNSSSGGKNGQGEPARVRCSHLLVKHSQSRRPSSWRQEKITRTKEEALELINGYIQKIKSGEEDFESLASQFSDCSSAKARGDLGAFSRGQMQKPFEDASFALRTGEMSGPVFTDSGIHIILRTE
JMJD2A Tudor inh: JMJD2A Tudor domain (human) inhibition. O75164. AlphaScreen JMJD2A-Tudor / H3K4me3 peptide binding. Potency, µM (top dose mostly 114 µM), without a hit: top-dose activity change, negative = inhibition, hits mostly inhibitors. 390,000 compounds, 4.4% hits. AID 504339; also: % is scaled to controls: 0 for no effect and ±100 for the full control effect; nearly all actives have a fitted effect of over 50% in size
POLI inh: blocks human DNA polymerase iota activity | 390,000 compounds, 1% hits | Q9UNA4 | Potency, µM (series often up to 115 µM), inactives show at the top dose activity, negative = inhibition, most hits filed as inhibitors | Pol iota fluorescent replication assay, 10 min
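Pol iota at 10 nM preincubated 15 min with compounds at room temperature; reaction started with fluorescent substrate, 50 nM final. Fluorescence read kinetically at 0 and 10 min; buffer-only wells as negative control.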
GLS inh: glutaminase GLS (human) inhibition; GLS enzymatic activity, qHTS titration; AID 624170; O94925; Potency, µM (highest dose often 45.5 µM), inactives show at the top dose activity change, negative = inhibition, actives largely listed as inhibitors; 410,000 compounds, 0.21% hits; also: % is scaled to controls: 0 for no effect and ±100 for the full control effect
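Two-point fluorescence kinetic (t0, 30 min RT) for hKGA; glutamate detected via glutamate oxidase–HRP–Amplex Red. Substrate: 1 mM L-glutamine solution; buffer 45 mM KH2PO4, pH 8.2.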
BAZ2B block: inhibitors of human BAZ2B bromodomain. Q9UIF8. AlphaScreen BAZ2B-H3K14Ac peptide displacement. Potency, µM (titrated, usually from 114 µM), for the others: at the highest dose activity change, negative = inhibition, hits mostly inhibitors. 360,000 compounds, 4.4% hits. AID 504333; also: % is scaled to controls: 0 for no effect and ±100 for the full control effect; nearly all actives have a fitted effect of over 60% in size
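Protein-peptide AlphaScreen: BAZ2B 50 nM, b-H3K14Ac 50 nM, 1x PBS pH 7.4 + 0.01% Tween-20. Preincubation 30 min RT; cpd 30 min RT (top 110 uM); beads 20 min RT, light-protected.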
PGK inhibitor: T. brucei PGK inhibition. P07378. PGK/GAPDH coupled, Kinase-Glo luminescence, 60 min. Potency, µM (highest dose often 57.5 µM), for inactives: top-dose activity change, negative = inhibition, most hits filed as inhibitors. 380,000 compounds, 0.043% hits. AID 602233; also: % is scaled to controls: 0 for no effect and ±100 for the full control effect; nearly all actives have a fitted effect of over 60% in size
Target sequence (P07378 whole entry, looked up): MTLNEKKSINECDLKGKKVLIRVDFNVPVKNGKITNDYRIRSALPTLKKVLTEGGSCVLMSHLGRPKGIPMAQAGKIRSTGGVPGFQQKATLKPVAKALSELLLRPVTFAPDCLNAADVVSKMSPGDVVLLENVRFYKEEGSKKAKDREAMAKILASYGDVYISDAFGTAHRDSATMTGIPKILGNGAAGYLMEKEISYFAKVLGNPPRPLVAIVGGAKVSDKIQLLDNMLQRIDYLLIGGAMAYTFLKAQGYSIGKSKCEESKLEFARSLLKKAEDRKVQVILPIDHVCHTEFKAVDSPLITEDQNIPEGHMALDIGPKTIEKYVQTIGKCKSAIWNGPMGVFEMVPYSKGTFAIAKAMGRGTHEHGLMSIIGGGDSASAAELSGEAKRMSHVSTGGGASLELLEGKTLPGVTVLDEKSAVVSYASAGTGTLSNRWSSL
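Recombinant glycosomal PGK reaction used 1,3-bisphosphoglycerate generated in-well by GAPDH (100nM final) in 100mM TEA pH 7.6, 5mM MgCl2, 0.01% Tween-20. After 60 minutes at room temperature, ATP was read by Kinase-Glo Plus luminescence end-point.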
HP1b chromo inh: blocks HP1-beta chromodomain binding to methylated histone tails; P83916; AlphaScreen HP1-beta / biotin-H3K9me3 peptide binding; Potency, µM (titrated, usually from 114 µM), inactives show top-dose activity change, negative = inhibition, most hits filed as inhibitors; 390,000 compounds, 0.56% hits; AID 540317; also: nearly all actives have a fitted effect of over 70% in size; inactives centre near 23
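AlphaScreen: HP1-beta (50 nM) preformed 30 min with biotin-H3(1-18)K9me3 peptide (50 nM) in PBS pH 7.4, 0.01% Tween-20. Compound added for 30 min at RT, then streptavidin donor/nickel chelate acceptor beads (10 ug/mL) for 30 min.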
The depositor's hits bear a star; [ ] = remark or other dose. Unless noted, calls follow the shape of the dose curve; as a rule, active = well fitted curve in the direction sought with a large enough effect; inconclusive = small, poorly fitted or top-dose-only effect, or another doubt; inactive = no such curve, though single readings can be large; an effect the other way counts as inactive or inconclusive. Potency is read from the fitted curve at half-maximal effect. The list is partial; count on the stated rates, not on these rows.

COc1ccc(C2NC(=O)CCC2[N+](=O)[O-])cc1 (stereo unspecified) was read as BLM inh -7%, Pin1 inhibitor -4%, JMJD2A Tudor inh 10%[57.1 µM], POLI inh 143%[activator], GLS inh -9%, BAZ2B block 3%, PGK inhibitor 0% and HP1b chromo inh 58%[activator].
CCN(CC(=O)Nc1ccc(NC(C)=O)cc1)C(=O)c1ccc(N2CCC(C)CC2)c([N+](=O)[O-])c1 was read as G9a block 8%[12.7 µM], Pin1 inhibitor -3%, JMJD2A Tudor inh inconclusive, POLI inh -4%, GLS inh -2%, BAZ2B block inconclusive, PGK inhibitor -3% and HP1b chromo inh -6%.
Screening Cn1c(=O)c(=O)n(C)c2cc(S(=O)(=O)N3CCCCCC3)ccc21 returned BLM inh 0%, G9a block 20%[2.33 µM], Pin1 inhibitor -13%, JMJD2A Tudor inh 3%, POLI inh 32%[activator], GLS inh -2%, BAZ2B block 10%, PGK inhibitor 5% and HP1b chromo inh 31%.
Screening COc1ccccc1N1CCN(C(=O)c2cc(-c3ccc(C)cc3)on2)CC1 returned BLM inh 1%, G9a block inconclusive, Pin1 inhibitor -2%, JMJD2A Tudor inh -20%, POLI inh -8%, GLS inh 6%, BAZ2B block -28%, PGK inhibitor 0% and HP1b chromo inh 11%.
`Cc1ccc(CSCCNC(=O)CSCc2ccc([N+](=O)[O-])cc2)cc1` gave BLM inh -4%, G9a block 5%[59 µM], Pin1 inhibitor 7%, JMJD2A Tudor inh -27%, POLI inh 1%, GLS inh 0%, BAZ2B block -28%, PGK inhibitor -5% and HP1b chromo inh 6%.
O=[N+]([O-])c1ccc(O)c(C2=NNC(c3ccccc3F)C2)c1 (stereo unspecified) was read as BLM inh 3%, G9a block 40µM*, Pin1 inhibitor inconclusive, JMJD2A Tudor inh inconclusive, POLI inh inconclusive, GLS inh -19%, BAZ2B block -31%, PGK inhibitor -5% and HP1b chromo inh 0%[57 µM].
Screening Cc1ccc(C(=O)N/N=C2\CCSC2)cc1[N+](=O)[O-] returned BLM inh -2%, G9a block 20%[59 µM], Pin1 inhibitor 2%, JMJD2A Tudor inh -9%, POLI inh -10%, GLS inh 4%, BAZ2B block -2%, PGK inhibitor 5% and HP1b chromo inh 24%.
For CCCCN1C(=O)C2C3C=CC(C2C1=O)C1C2C(=O)N(CCCC)C(=O)C2C31 (stereo unspecified) the results were BLM inh 4%, G9a block 8%[59 µM], Pin1 inhibitor -9%, JMJD2A Tudor inh -8%, POLI inh 26%, GLS inh -1%, BAZ2B block 6%, PGK inhibitor -7% and HP1b chromo inh 37%.
Screening COc1ccc(CC(=O)N[C@@H]2c3cc(OC)c(OC)cc3C[C@H]2OCc2ccccc2)cc1 returned Pin1 inhibitor -4%, JMJD2A Tudor inh -7%, POLI inh 14%, GLS inh -4%, PGK inhibitor -7% and HP1b chromo inh 27%.
CCN(CC)C(=O)n1c(Cc2ccccc2)nc2ccccc21 was read as BLM inh -2%, G9a block 10%, Pin1 inhibitor -1%, JMJD2A Tudor inh -10%, POLI inh 119%[activator], GLS inh 4%, BAZ2B block 10%, PGK inhibitor -1% and HP1b chromo inh 41%[activator].
`N=C1/C(=C\c2ccc(SCc3ccccc3)o2)C(=O)N=C2SC=NN12` gave BLM inh -8%, G9a block 50µM*, Pin1 inhibitor inconclusive, JMJD2A Tudor inh -31%, POLI inh 13%, GLS inh 3%, BAZ2B block -20% and HP1b chromo inh 24%.
`COC(=O)c1cc(=O)n(Cc2cccs2)c(=Nc2ccc(F)cc2)s1` gave BLM inh -15%, Pin1 inhibitor 6%, JMJD2A Tudor inh -26%, POLI inh inconclusive, GLS inh -1%, BAZ2B block inconclusive, PGK inhibitor 3% and HP1b chromo inh -16%.
CC(C#N)(Cc1ccccc1)Nc1ccccc1 (stereo unspecified) was read as Pin1 inhibitor 18%, JMJD2A Tudor inh -16%, POLI inh 2%, GLS inh 10%, PGK inhibitor inactive and HP1b chromo inh 31%.
Cc1ccc(CN2CCN(Cc3cccc(-n4cccn4)c3)CC2CCO)cc1 (stereo unspecified) was read as BLM inh 1%, Pin1 inhibitor 2%, JMJD2A Tudor inh 4%, POLI inh -4%, GLS inh -2%, BAZ2B block 5%, PGK inhibitor -7% and HP1b chromo inh 32%.
Screening Cc1nn(-c2ncc(C(F)(F)F)cc2Cl)c(=O)n1-c1ccc(F)cc1 returned BLM inh -6%, G9a block 11%, Pin1 inhibitor 2%, JMJD2A Tudor inh 50µM*, POLI inh 97%[activator], GLS inh 7%, BAZ2B block -12%, PGK inhibitor -2% and HP1b chromo inh 10%.

The list goes on; the last two above are carried over.
Cc1ccc(CN2CCN(Cc3cccc(-n4cccn4)c3)CC2CCO)cc1 (stereo unspecified) was read as BLM inh 1%, Pin1 inhibitor 2%, JMJD2A Tudor inh 4%, POLI inh -4%, GLS inh -2%, BAZ2B block 5%, PGK inhibitor -7% and HP1b chromo inh 32%.
Screening Cc1nn(-c2ncc(C(F)(F)F)cc2Cl)c(=O)n1-c1ccc(F)cc1 returned BLM inh -6%, G9a block 11%, Pin1 inhibitor 2%, JMJD2A Tudor inh 50µM*, POLI inh 97%[activator], GLS inh 7%, BAZ2B block -12%, PGK inhibitor -2% and HP1b chromo inh 10%.
`CC1(C)CC(=O)C=C(NCc2ccc(C(=O)O)cc2)C1` gave BLM inh -4%, G9a block 8%, Pin1 inhibitor 0%, JMJD2A Tudor inh -5%, POLI inh 5%, GLS inh -3%, BAZ2B block -2%, PGK inhibitor 1% and HP1b chromo inh 30%.
C[C@@H]1ON(C)[C@H]2C[C@H]3c4cc(-c5cccc(F)c5)ccc4CCN3C(=O)[C@@H]12 was read as Pin1 inhibitor -1%, JMJD2A Tudor inh -9%, POLI inh -1%, GLS inh -2%, PGK inhibitor -6% and HP1b chromo inh 27%.
`Cc1ccc(C)c(CN2CCC(CNC(=O)C(CC(C)C)N3Cc4ccccc4C3=O)CC2)c1` (stereo unspecified) gave BLM inh -3%, G9a block inconclusive, Pin1 inhibitor 9%, JMJD2A Tudor inh -5%, POLI inh 13%, GLS inh 14%, BAZ2B block -18%, PGK inhibitor -8% and HP1b chromo inh 12%.
Screening COc1cccc2cc(C(=O)C3=C(O)C(=O)N(CCN4CCOCC4)C3c3cccc(Cl)c3)oc12 (stereo unspecified) returned BLM inh -14%, G9a block -4%, Pin1 inhibitor 5%, JMJD2A Tudor inh -34%, POLI inh -21%, GLS inh 32%[activator], BAZ2B block inconclusive, PGK inhibitor -3% and HP1b chromo inh 11%.
`CCSC1=NCCN1S(=O)(=O)c1ccc2ccccc2c1` gave BLM inh -4%, G9a block 41%[activator], Pin1 inhibitor 4%, JMJD2A Tudor inh 23%, POLI inh 23%, GLS inh -2%, PGK inhibitor -8% and HP1b chromo inh 70%[activator].
For Cc1cnccc1CN(C)Cc1nc(Cc2ccccc2Cl)no1 the results were BLM inh -5%, Pin1 inhibitor -3%, JMJD2A Tudor inh -11%, POLI inh 72%[activator], GLS inh 10%, BAZ2B block 3%, PGK inhibitor inactive and HP1b chromo inh 34%[activator].
`Cc1ccccc1NS(=O)(=O)c1ccc2[nH]c3c(c2c1)CCCCC3` gave BLM inh -15%, G9a block inconclusive, Pin1 inhibitor 4%, JMJD2A Tudor inh 45µM*, POLI inh 8%, GLS inh 6%, BAZ2B block -29%[57.1 µM], PGK inhibitor -2% and HP1b chromo inh -33%.
CC(C)(C)c1cc(-c2nc(N)nc(N)n2)cc(C(C)(C)C)c1 was read as BLM inh -11%, G9a block -45%[59 µM], Pin1 inhibitor -8%, JMJD2A Tudor inh -14%, POLI inh inconclusive, GLS inh 6%, BAZ2B block -11%, PGK inhibitor 5% and HP1b chromo inh 38%.
Screening O=C(COc1cc(Cl)ccc1Cl)N1CCNC1=O returned G9a block -36%, Pin1 inhibitor 10%, JMJD2A Tudor inh 7%, POLI inh 29%, GLS inh 3%, BAZ2B block -2%, PGK inhibitor 9% and HP1b chromo inh 31%.
Screening CCOc1ccc(N2CC(c3nc4ccccc4n3Cc3ccccc3F)CC2=O)cc1 (stereo unspecified) returned BLM inh -9%, G9a block -27%[59 µM], Pin1 inhibitor inconclusive, JMJD2A Tudor inh -14%, POLI inh inconclusive, GLS inh 8%, BAZ2B block -6%, PGK inhibitor 5% and HP1b chromo inh 19%.
For CN(Cc1cnn(-c2ccc(F)cc2)c1)Cc1nc(Cc2ccccc2)no1 the results were BLM inh -16%, Pin1 inhibitor -5%, JMJD2A Tudor inh -6%, POLI inh inconclusive, GLS inh -3%, BAZ2B block -18%, PGK inhibitor -9% and HP1b chromo inh 37%.
COc1ccccc1-n1ccnc(SCC(=O)NC2CCCC2)c1=O was read as G9a block -32%[2.33 µM], Pin1 inhibitor -8%, JMJD2A Tudor inh -8%, POLI inh 34%[activator], GLS inh 15%, BAZ2B block 8%, PGK inhibitor -1% and HP1b chromo inh 12%.
CCCCN(c1ccccc1)c1ncnc2c1cnn2-c1ccc(Cl)cc1 was read as BLM inh -2%, G9a block 17%[59 µM], Pin1 inhibitor 0%, JMJD2A Tudor inh 19%, POLI inh -4%, GLS inh -16%, BAZ2B block 3%, PGK inhibitor inactive and HP1b chromo inh 26%.
For CN(C(=O)C1CC1)C1CCS(=O)(=O)C1 (stereo unspecified) the results were G9a block -3%, Pin1 inhibitor -2%, JMJD2A Tudor inh -6%, POLI inh -29%, GLS inh -1%, BAZ2B block -5%, PGK inhibitor -3% and HP1b chromo inh 24%.
For CCOC(=O)C1=C(C)NC(SC)=C(C#N)C1CC(C)C (stereo unspecified) the results were BLM inh -18%, G9a block -7%[12.7 µM], Pin1 inhibitor 1%, JMJD2A Tudor inh 10%, POLI inh 69%[activator], GLS inh -1%, BAZ2B block 19%, PGK inhibitor -4% and HP1b chromo inh 47%[activator].

From PubChem BioAssay
